# ERK EGF block – blocks ERK signaling stimulated by EGF; HEK293-V1b, EGF-stimulated phospho-ERK AlphaScreen; Potency, µM (doses to about 11.5 µM), for inactives: at the highest dose activity change, negative = inhibition, most hits filed as inhibitors; 130,000 compounds, 0.41% hits; AID 1454; active means well fitted inhibition curve with a large enough effect; inconclusive means small, poorly fitted or top-dose-only effect, or effect the other way;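 further: plate controls were stimulated vehicle wells for no effect and unstimulated vehicle basal for full effect; nearly all actives have a fitted effect of over 55% in size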
#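 Phospho-ERK1/2 measured by AlphaScreen (SureFire) after 5 min 25 nM EGF stimulation of V1b-expressing HEK293 cells preincubated 30 min at 37C with titrated compounds; data scaled to DMSO and EGF controls, Hill-fitted AC50.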
# * hit, by the source's call; u = inconclusive; [ ] = dose if it differs, or a comment. Potency means the concentration at half of the fitted maximal effect. The list is partial (hit frequency here may not be typical).
SMILES | ERK EGF block
CCn1cc(C(=O)OC)c(=O)c2ccc(C)nc21 | 10%
CC1CC(=O)N(c2ccc(NCCc3ccc(O)cc3)c([N+](=O)[O-])c2)C1=O (stereo not drawn) | u
Cn1cc(/C=C(\C#N)C(=O)Nc2ncc(Cc3cccc(Cl)c3)s2)c2ccccc21 | -7%
COc1ccc(/C=N/NC(=O)c2cccc(NC(=O)c3ccccc3Cl)c2)c(OC)c1 | 2%
Cc1ccc(C(=O)C2=C(O)C(=O)N(c3ncccn3)C2c2ccc(F)cc2)o1 (stereo not drawn) | 6%[57.5 µM]
O=C(COC(=O)c1cccs1)Nc1ccccc1C(F)(F)F | -3%
CCCCNC(=O)Cn1cnc2sc(C)c(S(=O)(=O)N3CCN(c4ncccn4)CC3)c2c1=O | -8%
CNC(=O)c1c2c(nc3ccc(Br)cc13)CCCC2 | -4%
O=C(c1ccccc1)N1CCn2c1nc1ccccc12 | -10%
COc1ccccc1CNC(=S)Nc1ccc2nc(N3CCN(C)CC3)cc(C)c2c1 | 1%
Cc1ccc(NC(=O)CN2C(=O)N/C(=C\c3cccnc3)C2=O)cc1 | 1%
COc1ccc(N(CC(=O)Nc2ccccc2F)S(=O)(=O)c2ccc(C)c([N+](=O)[O-])c2)cc1 | -5%
CCC1=C(OC(=O)N(CC)CC)N2C(=O)OC(=NCCc3c[nH]c4ccccc34)[C@]2(Cc2ccccc2)[C@H]2C1=CC[C@H]1C(=O)N(CC(=O)OC)C(=O)[C@H]12 | -2%
COc1ccc(N(C(=O)COc2ccc(C)cc2)S(=O)(=O)c2ccc(C)cc2)cc1 | -3%
Cc1ccc(C)c(-n2nnnc2SCC(=O)NNC(=O)c2ccco2)c1 | -3%
Cc1cc(C(=O)NC(=S)Nc2cccc(NC(=O)C(C)C)c2)ccc1[N+](=O)[O-] | u
COc1ccc2ncc(OC(C)=O)cc2c1 | 1%
COC(=O)c1ccc(/C=N/NC(=O)CC(=O)NC2CCCCC2)cc1 | 6%
O=C(N/N=C/c1ccc(Cl)c([N+](=O)[O-])c1)C1CC1 | -6%
Cc1ccc(-c2nc(SCC(=O)Nc3cc(S(=O)(=O)N4CCCCC4)ccc3Cl)n[nH]2)cc1 | 9%
Cc1ccc(NC(=O)C(=O)NCc2ccco2)c(C)c1 | 0%
CCOC(=O)C1(C)C=C(Nc2ccc(O)cc2)C(=O)N1c1ccc(O)cc1 (stereo not drawn) | 11%
COc1ccccc1C(=O)N/N=C/c1ccc(Cl)s1 | 8%
Cc1cc(C)c(C(=O)CSc2nnc(N)s2)c(C)c1 | -7%
N#Cc1ccc(C(=O)Nc2nnc(-c3ccco3)o2)cc1 | -10%
O=C(/C=C/c1cccc(Cl)c1)N1CCC(Cc2ccccc2)CC1 | 2%
CCCNC(=O)/C=C/c1ccc(S(=O)(=O)Nc2ccccc2OC)cc1 | -1%
COc1ccc(-n2cc(-c3ccc(Cl)cc3)[nH]c2=S)cc1 | 2%[57.5 µM]
COc1ccc(C)cc1N(C(=O)c1ccccc1)c1nc2ccccc2s1 | -1%
CCCn1c(C)cc(/C=C(\C#N)C(=O)OCC(=O)Nc2cccc(OC)c2)c1C | -2%
O=C(NCc1ccccc1F)c1ccc(S(=O)(=O)Nc2cccc(C(F)(F)F)c2)cc1 | 4%
Cc1cnc(C(=O)Nc2nc(-c3ccccc3)cs2)cn1 | -5%

# By substructure: those above containing a CF3 group
SMILES | ERK EGF block
O=C(COC(=O)c1cccs1)Nc1ccccc1C(F)(F)F | -3%
O=C(NCc1ccccc1F)c1ccc(S(=O)(=O)Nc2cccc(C(F)(F)F)c2)cc1 | 4%

# The list continues:
SMILES | ERK EGF block
COc1ccc(C(=O)NCC(O)COc2ccc(C(C)(C)C)cc2)cc1[N+](=O)[O-] (stereo not drawn) | 1%
O=C(NNC(=O)c1n[nH]c(=O)c2ccccc12)c1ccc(Br)cc1 | -5%[57.5 µM]
COC(=O)c1cn(-c2ccccc2)nc1-c1ccc(OC)cc1 | 5%
Cc1[nH]c(C(=O)N/N=C/c2ccc(N(C)C)cc2)c(C)c1C(=O)N/N=C/c1ccc(N(C)C)cc1 | -2%
Cc1cc(C(=O)CCl)c(C)n1-c1ccon1 | 3%
S=C(c1ccccc1)N1CCCc2ccccc21 | u
COc1cccc(CNC(=O)CNC(=S)N(Cc2ccccc2)Cc2ccccc2F)c1 | 0%
COCCNCCCOc1ccc(Br)cc1Cl | 2%
O=C(Cc1c(Cl)cccc1Cl)Nc1cccc(S(=O)(=O)N2CCOCC2)c1 | 3%
COc1cc2c(cc1OC)C(c1cccc([N+](=O)[O-])c1)NC(=O)C2 (stereo not drawn) | -9%
CCN(CC)S(=O)(=O)c1ccc2c(c1)c(=O)c(C(=O)NCc1cccs1)cn2C | 7%
COc1ccccc1OCC(=O)Nc1cc(S(=O)(=O)N2CCCCC2)ccc1N1CCCCC1 | 0%
COc1ccc(NC(=O)CSc2ccccn2)c([N+](=O)[O-])c1 | -16%[57.5 µM]
O=C1CN2NC(=S)N(c3ccccc3)C2=CN1c1ccc(Cl)cc1 | -18%
Cc1cc(C)nc(N/C(=N\S(=O)(=O)Cc2ccccc2)Nc2ccccc2Br)n1 | -5%
C=CCNc1sc(C(=O)c2cccs2)c(N)c1C#N | -2%
CC(=O)c1c(NCCc2ccccc2)nc(=S)n(-c2ccccc2)c1C | -2%
O=C(CSc1nnc(CNC(=O)c2ccco2)o1)Nc1ccccc1 | 4%
Cc1ccc(S(=O)(=O)N2CCN(CC(=O)NC(=O)NCc3ccco3)CC2)cc1C | -9%[57.5 µM]
O=C(O)c1ccccc1-c1ccccc1C(=O)NNc1ccc([N+](=O)[O-])cc1 | -5%[57.5 µM]
C=CCn1c(Sc2ccccc2)nc2c1c(=O)[nH]c(=O)n2C | -2%
COc1ccc(F)cc1S(=O)(=O)Nc1cccc(C(=O)O)c1 | -12%
Cc1ccc(OCCn2cc(C#N)c3ccccc32)cc1 | -3%
O=C(Nc1ccnc(-c2cccnc2)n1)c1ccc(F)cc1 | -1%

# Arranged by heavy-atom count (falling): 4 of the compounds above
SMILES | ERK EGF block
Cc1ccc(S(=O)(=O)N2CCN(CC(=O)NC(=O)NCc3ccco3)CC2)cc1C | -9%[57.5 µM]
O=C(CSc1nnc(CNC(=O)c2ccco2)o1)Nc1ccccc1 | 4%
COc1ccc(F)cc1S(=O)(=O)Nc1cccc(C(=O)O)c1 | -12%
Cc1ccc(OCCn2cc(C#N)c3ccccc32)cc1 | -3%

# Next section.
SMILES | ERK EGF block
CC1(C)Cc2nc3[nH]c(=S)[nH]c(=O)c3cc2CO1 | -5%[57.5 µM]
Cn1cc(C(=O)N2CCc3ccccc3C2)c(=O)c2cc(S(=O)(=O)N3CCCCC3)ccc21 | 2%
COc1cc(-c2c(C#N)c(N)nc3c2CCCC3)cc(OC)c1OC | -1%
Cc1cccc(/N=C/C2=C(O)CC(C)(C)CC2=O)n1 | 5%[57.5 µM]
COc1cc2c(cc1OC)C1(CCCC1)CNC2c1cccc([N+](=O)[O-])c1 (stereo not drawn) | -16%[57.5 µM]
C[C@H](NC(=O)c1nc[nH]c1C(=O)NCc1ccccc1)C(=O)OC(C)(C)C | -4%[57.5 µM]
COCCn1nnnc1C(c1cc2ccc(OC)cc2[nH]c1=O)N1CCc2ccccc2C1 (stereo not drawn) | 4%
Cc1nnnn1/C(=C\c1ccccc1)C(=O)OCC(=O)N(C)C1CCS(=O)(=O)C1 (stereo not drawn) | -6%
O=C(/C=C/c1ccco1)N(Cc1ccc(F)cc1)C1CCS(=O)(=O)C1 (stereo not drawn) | 5%[57.5 µM]
COc1ccc(OCC(O)CN2CCN(c3ccc(Cl)cc3)CC2)cc1 (stereo not drawn) | -4%[57.5 µM]
O=C(O)Cc1cn(-c2ccccc2)nc1-c1ccccc1 | -1%
C/C(=N\Nc1nc(-c2ccccc2)cs1)c1cccs1 | u
CCc1cccc(C)c1NC(=S)NCC(c1cccnc1)N1CCOCC1 (stereo not drawn) | 13%
O=C(NCc1cccnc1)C(=O)NCC1OCCCN1S(=O)(=O)c1ccccc1 (stereo not drawn) | -2%
COc1ccc2ccccc2c1/C=N/NC(=S)Nc1cc(S(=O)(=O)N2CCOCC2)ccc1N1CCOCC1 | 3%
CC1=CC(C)(C)[N+](C)=CN1c1ccccc1 | 1%
CCOc1ccc(Cl)cc1/C=N/NC(=O)c1ccccc1 | 6%
COc1cc(C2c3c(oc4ccccc4c3=O)C(=O)N2c2nccs2)ccc1O (stereo not drawn) | 11%[57.5 µM]
N#Cc1cc2c(nc1SCc1ccccc1)CCCC2 | 4%
O=[N+]([O-])c1ccc2c(c1)nc1n2CCSC1 | -2%[57.5 µM]
C=CCn1c(CCNC(=O)c2cccs2)n[nH]c1=S | 17%
OCCC1CN(Cc2cccc3nccnc23)CCN1Cc1ccc(F)c(F)c1 (stereo not drawn) | -2%
CCOC(=O)N/N=C\c1ccc(OC(=O)c2ccco2)cc1 | 0%
COc1ccc(/C=N/NC(=O)COc2cccc3ccccc23)c(C(=O)O)c1OC | 8%
O=C(Cc1ccccc1)Nc1ccccc1C(=O)N1CCCCCC1 | 4%
OCCC1CN(Cc2cccn2-c2ccccn2)CCN1C1CCCCC1 (stereo not drawn) | -11%[57.5 µM]
CCC(CC)c1nc(C#N)c(NCc2ccccc2)o1 | -2%
Cc1nnc(SCC(=O)c2ccccc2)n1Cc1ccccc1 | -5%
COc1ccc(N2CCc3c(C)nc4c(OC)cccc4c32)cc1 | 34%
C/C(=N\NC(=O)CN1CCN(S(=O)(=O)c2ccc(C)cc2)CC1)c1cccnc1 | 2%
CNC(=S)N/N=C/c1ccc(N2CCOCC2)s1 | 0%
COC(=O)c1nn(-c2cccc(Cl)c2)ccc1=O | -6%
CCC1=C2CC[C@H]3C(=O)NC(=O)[C@H]3[C@H]2[C@@]2(C)C(=NCC3CC3)OC(=O)N2C1=O | -9%
O=C(Cc1ccc(-n2c(=O)c3ccccc3n(Cc3cccc([N+](=O)[O-])c3)c2=O)cc1)NCC1CCCO1 (stereo not drawn) | -2%
CCCC(=O)Nc1nc(CC(=O)OCC)cs1 | 3%
Cc1ccc(-c2c(C)n([O-])c3c([n+]2=O)CCCCC3)cc1 | 0%
CCOC(=O)N1CCN(C(=O)c2ccccc2NC(=O)c2ccc(C(C)(C)C)cc2)CC1 | 4%
CC1CCN(C(=O)CSc2nc3c(cnn3-c3ccc(Cl)cc3)c(=O)[nH]2)CC1 | -4%
C=CCOc1ccc(/C=N/NC(=O)C(=O)Nc2ccccn2)cc1OC | -5%
O=C(Nc1ccc(Br)cn1)c1ccc([N+](=O)[O-])o1 | -7%
Fc1cccc(CSc2ccc3nnc(-c4ccccn4)n3n2)c1 | -9%
COc1cc(/C=C/C(=O)NC(C)(C)C)ccc1OCc1ccccc1 | 2%
Cc1cc2c(NC(=O)CCCC(=O)O)cccc2nn1 | 2%[57.5 µM]
Cc1cccc(NC(=S)N2CCN(c3cc(C)ccc3C)CC2)c1 | -3%
Cc1ccc(/C=C2/NC(=O)N(Cc3ccccc3)C2=O)o1 | 2%
C/C(=N\O)C(C)(C)Nc1cccc(F)c1 | -2%[57.5 µM]
COc1cccc(OC)c1C(=O)NC(=S)NCc1ccccc1 | -5%
CC(C)CC1=C/C(=C/c2ccc(-c3ccccc3)o2)C(=O)O1 | 9%
COc1ccc(NC(=S)N2CCNC(=O)C2CC(=O)Nc2cccc(Cl)c2C)cc1 (stereo not drawn) | -5%
O=C(CS(=O)(=O)c1ccccc1)N1CCc2ccccc21 | -2%
CC(C)(C)NC(=O)C(c1c[nH]c2ccccc12)N(C(=O)Cn1nnc(-c2ccc(Cl)cc2)n1)c1ccccc1F (stereo not drawn) | 9%
O=[N+]([O-])c1ccc(OS(=O)(=O)Cc2ccccc2)cc1 | -3%
CCc1nnc(NC(=O)c2ccc(NS(=O)(=O)c3ccccc3)cc2)s1 | -2%
CCC1CCCCN1CCNS(=O)(=O)c1ccc2c(c1)oc(=O)n2C (stereo not drawn) | 13%
Cc1ccccc1CN1CCN(S(=O)(=O)c2cccs2)CC1 | 1%
CCOc1ccc(NC(=S)Nc2ccc(OC(F)(F)F)cc2)cc1 | 22%

# (list continues)
SMILES | ERK EGF block
Cc1ccccc1C(=O)c1cccn1CC(=O)NCCCN1CCc2ccccc2C1 | 1%
CC(=O)Nc1sc2c(c1C(c1cccc(Cl)c1)N1CCN(CCO)CC1)CCCC2 (stereo not drawn) | 3%
Cn1c(NC(=O)C[n+]2cc(-c3ccc(Cl)c(Cl)c3)n3c2CCC3)cc(=O)n(C)c1=O | 5%
Cc1ccc(NC(=O)C2CC(=O)N(Cc3ccco3)C2)cc1 (stereo not drawn) | -6%[57.5 µM]
CCOC(=O)C(C)Oc1cc(Cl)c(C=O)cc1OC (stereo not drawn) | -4%
Cc1onc(-c2c(Cl)cccc2Cl)c1C(=O)Nc1nc(C(C)(C)C)cs1 | -10%[57.5 µM]
COc1ccc(OC)c(NC(=O)CCNS(=O)(=O)c2ccc3c(c2)oc(=O)n3C)c1 | 5%
CCOC(=O)C1=C(C)N(c2ccc(C)cc2)C(=O)/C1=C\c1ccc(O)c(OC)c1 | 0%[57.5 µM]
CCn1nc(C)c(CNC(=O)Nc2ccccc2C(=O)OC)c1C | 3%
COC(=O)c1cccc(C(=O)N2CCC(CO)(Cc3ccccc3Cl)CC2)c1 | -1%
CCCCC1(COC(=O)CCC(=O)O)C(=O)N(c2ccccc2)N(c2ccccc2)C1=O | 6%
COc1ccc(/C=C2\N=C(c3ccccc3Cl)NC2=O)cc1 | 7%[57.5 µM]

# Screening results as filed in PubChem.
